Wnt act: activators of Wnt/beta-catenin signaling; Wnt/beta-catenin reporter cell assay, activator, plate reader; activation, % at 9.35 µM; 300,000 compounds, 1.2% hits; in the data active = activation above about 30%, passing the limit was not always enough; inconclusive = no clear call, values can overlap the other calls;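 note: 0% = neutral control wells and 100% = positive control wells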
phage Ecoli inh: E. coli growth loss with phage present | growth absorbance | inhibition, % at 11.9 µM | 360,000 compounds, 0.26% hits; in the data active = inhibition above about 11%
* = called active by the depositor; ? = inconclusive. Only part of the results is shown; the hit share may differ from the screen's.

SMILES	Wnt act	phage Ecoli inh
COc1ccc(-c2oc3c(c2C(=O)OCCCO)C(OCCO)CCC3)cc1 (stereo not drawn)	-0.1	0.9
CCCCCCN(C(=O)CCCCCN1C(=O)NC(c2ccc(-c3ccccc3)cc2)C(C(=O)OCc2ccccc2)=C1C)C(C(=O)NCCCC)c1ccccn1 (stereo not drawn)	-14.0	2.8
CC(C)Cc1ccc(-c2cc3nc(NCCCn4ccnc4)ccn3n2)cc1	-2.5	2.5
COc1ccccc1N1CCN(S(=O)(=O)CCNC(=O)/C=C/c2ccc3c(c2)OCO3)CC1	-2.6	2.1
CC(C)(C)Cc1c(-c2cccc(Cl)c2)nc2ccc(Cl)cn12	-1.5	2.0
O=c1[nH]c2cccc(Cl)c2c2ccccc12	-3.6	0.2
Cc1cn([C@H]2C[C@H](O)[C@@H](/C=C/C(=O)NCCC(c3ccccc3)c3ccccc3)O2)c(=O)[nH]c1=O	0.1	2.1
CCOC(=O)C1(C)CCN1C(=O)c1cccc(C(F)(F)F)c1 (stereo not drawn)	3.9	2.2
CCCNC(=O)C1(C)CCN(Cc2ccc(Cl)c(Cl)c2)C1 (stereo not drawn)	-1.2	1.2
CCCN(C)C[C@@H]1Oc2ncc(Br)cc2C(=O)N([C@@H](C)CO)C[C@H]1C	-0.1	0.9
Nc1ncnc2c1ncn2[C@@H]1O[C@H](C(=O)NCc2ccc3c(c2)OCO3)[C@@H](O)[C@H]1O	1.3	1.0
CS(=O)(=O)Nc1ccc(-c2cccc3nccn23)cc1	-1.5	2.2
O=c1[nH]nc(Sc2ccccc2)c(=S)[nH]1	3.6	1.6
O=C(Nc1cccc2ccccc12)c1csc([C@@H]2C[C@H](O)[C@@H](CO)O2)n1	-1.2	2.3
O=C(NC1CCCC1)C(c1ccccc1)n1c(Cc2cc(F)cc(F)c2)nc2ccccc21 (stereo not drawn)	-2.4	0.7
COc1ccc(C(C(=O)Nc2c(C)cccc2C)n2c(=O)c(-c3ccco3)nc3ccccc32)cc1 (stereo not drawn)	-4.2	2.1
Cc1ccc2nc(-c3ccc(Cl)cc3)c(Cc3cccc(Cl)c3)n2c1	4.1	2.1
Cn1cc(CN2CCC(C(=O)NC(c3ccc(-c4ccccc4)cc3)c3cnccn3)CC2)c2ccccc21 (stereo not drawn)	-3.6	1.7
Nc1nc(N)c(N=O)c(Nc2cccc(Cl)c2)n1	0.9	2.1
O=C(N[C@@H](Cc1cccnc1)C(=O)N1CCC[C@H]1C(=O)NC1CCCC1)c1cccs1	1.1	-3.2
O=C(Nc1ccccc1Cl)c1cc(C2CCCN(C(=O)c3ccc4c(c3)CCO4)C2)on1 (stereo not drawn)	-3.7	-0.4
O=C(Nc1ccc2c(c1)OCO2)c1cc(C2CCCN(C(=O)CCCc3ccccc3)C2)on1 (stereo not drawn)	-2.7	-0.1
COC(=O)[C@]12C[C@H](CC(=O)NCc3cccs3)C(=O)N(CCC3=CCCCC3)C1=C[C@H](C(C)(C)C)O[C@@H]2C	-6.2	0.7
COc1cc(OC)cc(-c2noc(-c3csc([C@H]4C[C@H](O)[C@@H](CO)O4)n3)n2)c1	38.9*	-0.6

Random excerpt: four entries already listed, in no set order.
SMILES	Wnt act	phage Ecoli inh
COc1cc(OC)cc(-c2noc(-c3csc([C@H]4C[C@H](O)[C@@H](CO)O4)n3)n2)c1	38.9*	-0.6
O=C(NC1CCCC1)C(c1ccccc1)n1c(Cc2cc(F)cc(F)c2)nc2ccccc21 (stereo not drawn)	-2.4	0.7
O=c1[nH]nc(Sc2ccccc2)c(=S)[nH]1	3.6	1.6
COC(=O)[C@]12C[C@H](CC(=O)NCc3cccs3)C(=O)N(CCC3=CCCCC3)C1=C[C@H](C(C)(C)C)O[C@@H]2C	-6.2	0.7

Later entries:
SMILES	Wnt act	phage Ecoli inh
O=C(NCC1CCN(C(=O)C(=O)c2cccs2)CC1)c1ccc2c(c1)OCO2	-2.3	3.3
CCCCCCCCN1C(=O)[C@H](CC(=O)NCCCCc2ccccc2)C[C@@]2(C(=O)OC)CCCCC=C12	-7.2	0.1
CC(C)c1cccc(-c2csc(C(C)(O)c3ccncc3)n2)c1 (stereo not drawn)	-2.8	2.4
CCc1ccccc1CC1CN(Cc2ccccc2)Cc2ccccc2N1c1ccc(OC)cc1 (stereo not drawn)	-12.7	3.2
O=S1(=O)CC(N2CCCCC2)CN1Cc1cn(Cc2cccc(C(F)(F)F)c2)nn1 (stereo not drawn)	-3.8	0.7
CCCCNC(=O)C1C(c2ccc(C(F)(F)F)cc2)=Nc2ccccc2N1C(=O)c1cccc2ccccc12 (stereo not drawn)	7.1	5.1
Cc1nc(N)sc1-c1csc(Nc2cc(N(C)C)ccc2Cl)n1	-1.4	0.7
CCCCNC(=O)C1C(c2ccc(C(F)(F)F)cc2)=Nc2ccccc2N1C(C)=O (stereo not drawn)	7.7	1.4
O=S(=O)(c1cccs1)N1CCCc2nc(-c3ccc(Br)cc3)ccc21	3.5	3.5
Cc1cccc(NS(=O)(=O)c2ccc(S(=O)(=O)N3CCCC3)cc2)c1	-1.1	0.8
CCN(CC(=O)Nc1ccccc1C(F)(F)F)CC(=O)c1[nH]c(C)c(C(C)=O)c1C	5.4	1.4
C[C@@H]1CCCCO[C@@H](CN(C)S(C)(=O)=O)[C@@H](C)CN([C@H](C)CO)C(=O)c2cc(N(C)C)ccc2O1	-2.9	1.3

Sorted by value in Wnt act (largest number first): 5 from the list above
mol,Wnt act,phage Ecoli inh
CCN(CC(=O)Nc1ccccc1C(F)(F)F)CC(=O)c1[nH]c(C)c(C(C)=O)c1C,5.4,1.4
O=S(=O)(c1cccs1)N1CCCc2nc(-c3ccc(Br)cc3)ccc21,3.5,3.5
Cc1cccc(NS(=O)(=O)c2ccc(S(=O)(=O)N3CCCC3)cc2)c1,-1.1,0.8
Cc1nc(N)sc1-c1csc(Nc2cc(N(C)C)ccc2Cl)n1,-1.4,0.7
C[C@@H]1CCCCO[C@@H](CN(C)S(C)(=O)=O)[C@@H](C)CN([C@H](C)CO)C(=O)c2cc(N(C)C)ccc2O1,-2.9,1.3

Next part.
SMILES	Wnt act	phage Ecoli inh
COc1cccc(C(=O)N2CCC[C@@H]2C(=O)N2CCC[C@@H]2C(=O)NCc2ccccc2Cl)c1	-3.0	1.6
CCCCN1C[C@H](c2ccc(OC)cc2)[C@@H](CC(=O)Nc2ccc(Br)cc2)C1=O	1.3	-2.3
O=C(CSc1nccn1Cc1ccc(F)cc1)NC1CCCCC1	-0.6	1.7
COc1ccccc1-c1ccc2c(c1)C(C)(Cc1ccc(OC(F)(F)F)cc1)C(=O)N2 (stereo not drawn)	-0.6	1.2
C[C@H](CO)N1C[C@H](C)[C@H](CN(C)C(=O)Nc2cccc3ccccc23)Oc2ncc(Br)cc2C1=O	-0.4	0.6
CCOC(=O)C1(C)CCCN1C(=O)c1ccc(OC)cc1 (stereo not drawn)	-0.1	1.4
COc1ccc(CNC(=O)Nc2nc(C(N)CCc3ccccc3)cs2)cc1 (stereo not drawn)	-1.6	0.8
COc1ccccc1N1CCN(C2CCCN(C(=O)c3cc(C(C)C)on3)C2)CC1 (stereo not drawn)	-0.2	3.4
CN(C)c1ccc(C=C(C#N)C(=O)c2ccccc2)cc1Br	-1.2	2.5
COc1ccc(CCN2C(=O)CCC2(C)c2nnnn2Cc2ccccc2)cc1OC (stereo not drawn)	-3.1	1.6
Cc1ccc(C)c(NC(=O)CN(C)C(=O)c2ccc(COc3ccccc3)cc2)c1	-1.3	0.2
CCN(CC)CCNC(=O)CN1C(=O)CSc2ccc(S(=O)(=O)N3CCOCC3)cc21	0.6	3.5
CC(C)CCN1CCC[C@]2(N[C@H](c3ccc(C(F)(F)F)cc3)[C@@H]3C(=O)N(Cc4ccccc4)C(=O)[C@@H]32)C1=O	-1.3	0.6
COC(=O)[C@]12C[C@H](CC(=O)NCc3cccc4ccccc34)C(=O)N(CCc3ccc(OC)c(OC)c3)C1=C[C@H](C(C)(C)C)O[C@@H]2C	-5.9	1.8
O=[N+]([O-])c1cccc(COc2ccc(CO)cc2)c1	1.1	-0.8
O=C(Nc1ccc2c(c1)OCCO2)C1c2ccccc2OCC(=O)N1Cc1cccnc1 (stereo not drawn)	-2.3	2.2
COc1ccccc1Cc1c(-c2ccc(OC)c(OC)c2)nc2c(C)cc(Br)cn12	-1.3	3.0
COc1cc(-c2cc3nc(NCc4cccc(Cl)c4)ccn3n2)cc(OC)c1OC	2.7	-0.5
CCOc1ccc(NC(=O)CSc2nc3ccsc3c(=O)n2CCCCCC(=O)O)cc1	2.4	1.6
CC1(c2nc3ccccc3[nH]2)c2ccccc2C(=O)N1Cc1ccccn1 (stereo not drawn)	-1.8	1.9
CCCCCn1nnnc1C1(C)CCC(=O)N1Cc1ccco1 (stereo not drawn)	-1.8	2.3
COc1cc(CNC(=O)c2cc(-c3cc(Cl)ccc3OC)n[nH]2)cc(OC)c1	5.9	2.4
Cc1cc2nc(-c3cccc(Br)c3)c(CC3CCCCC3)n2c(C)c1Br	-4.2	1.3
COc1ccc(C2C3=C(CCCC3=O)N(CC(=O)O)C3=C2C(=O)CCC3)cc1Br	-2.6	-0.5

Wnt act, hit marks shown above.
SMILES	Wnt act	phage Ecoli inh
COc1cc(OC)cc(-c2noc(-c3csc([C@H]4C[C@H](O)[C@@H](CO)O4)n3)n2)c1	38.9*	-0.6

Further records follow.
SMILES	Wnt act	phage Ecoli inh
Cc1cccc(C(=O)Nc2ccc(NC(=O)c3cccc(C)c3)cc2)c1	-0.1	1.4
Nc1ccc(Nc2ccncc2)cc1	-0.2	1.4
CCCCCCCCN1C(=O)[C@H](CC(=O)NCC23CC4CC(CC(C4)C2)C3)C[C@@]2(C(=O)OCC)CCCC=C12	-13.9	2.2
Cc1ccc2nc(-c3ccc(CN4CCC5(CC4)CNc4ccccc45)cc3)c(-c3ccccc3)nc2c1	4.2	2.9
CC1(Oc2ccccc2-c2ccno2)CCN(Cc2csc3ccccc23)C1 (stereo not drawn)	-3.6	-2.0
O=Nc1c(-c2ccccc2)n(O)[n+]([O-])c1-c1ccccc1	?	5.1
Cc1ccccc1C(=O)N[C@H](C(=O)N1CCC[C@H]1C(=O)NCc1ccccc1)C(C)C	-3.2	-1.2
NC(=O)c1cccc(-c2ccnc3c2CC(C(=O)Nc2ccccc2)O3)c1 (stereo not drawn)	-3.7	1.4
CC(=O)Nc1cccc(-c2cc(NC(C)=O)c3ncc(-c4cccc(C(C)=O)c4)n3c2)c1	0.5	3.0
C=CCNc1nc2cc(-c3ccccc3OC)sc2c(=O)n1C	9.9	2.5
Cc1ccc(S(=O)(=O)N2C[C@H]3C(=O)C[C@@H](c4ccccc4)N(S(C)(=O)=O)[C@H]3C[C@H]2c2ccccc2)cc1	-1.5	2.9
Cc1nc2c(OCc3ccc(F)cc3)cccn2c1N(C)C(=O)CCC1CCCC1	-3.1	1.7
N#CC1c2ccccc2-c2ccccc2N1C(=O)c1ccccc1 (stereo not drawn)	-3.0	3.2
CC(=O)Nc1cc(-c2ccc(CO)cc2)cn2c(-c3ccc(F)cc3)cnc12	-0.6	1.4
O=C(N[C@H](Cc1ccccc1)C(=O)NCCN1CCOCC1)[C@H]1O[C@@H](n2ccc(=O)[nH]c2=O)[C@H](O)[C@@H]1O	-0.7	0.2
CC(C)C(NC(=O)OCc1ccccc1)C(=O)NC(Cc1c[nH]c2ccccc12)C(=O)O (stereo not drawn)	-0.9	1.2
C(=Cc1nc2ccccc2o1)c1ccc2c(c1)OCO2	26.3	0.5
O=S(=O)(c1ccc(F)cc1)c1nc(-c2ccco2)oc1NCCCn1ccnc1	-4.4	3.9
CCNC(=S)Nc1ccc2c(c1)c(=O)n(C)n2Cc1cccc(C(F)(F)F)c1	-0.8	0.0
CN1CCN(c2ccc3sc(-n4ccc5ccccc54)nc3c2)CC1	-1.6	1.5
FC(F)(F)c1cc(Cl)c2nc(-c3ccco3)c(Cc3ccccc3C(F)(F)F)n2c1	-1.8	2.2
CC(=O)Nc1nnc([N+](=O)[O-])s1	4.0	4.6
Cc1nc2c(OCCN3C(=O)c4ccccc4C3=O)cccn2c1N(C)C(=O)CCC1CCCC1	-3.9	1.4
CCCCCCCCN1C(=O)[C@@H](CC(=O)NCCCOC)C[C@@]2(C(=O)OC)C1=C[C@H](C(C)(C)C)O[C@@H]2C	-6.2	3.0
O=C(NCc1ccc(Cl)nc1)c1csc([C@@H]2C[C@H](O)[C@@H](CO)O2)n1	-1.6	1.8
CC(C)CN1C(=O)CN(S(C)(=O)=O)CC1(C)C(=O)Nc1ccc2c(c1)OCCO2 (stereo not drawn)	0.5	1.9
CC(=O)Nc1cnc(-c2ccccc2C(C)=O)cn1	-2.6	1.8
O=C(NCc1cc(C(F)(F)F)cc(C(F)(F)F)c1)c1cc(-c2cc(F)ccc2OCC2CCCO2)n[nH]1 (stereo not drawn)	-2.6	1.7
Cc1noc(C)c1NC(=O)N(C)C[C@H]1OCCCC[C@@H](C)Oc2ccc(NC(=O)Nc3ccc(F)cc3)cc2C(=O)N([C@@H](C)CO)C[C@H]1C	-0.5	6.2
COC1=CC(=O)OC(c2cccc(C(F)(F)F)c2)C1 (stereo not drawn)	-3.2	1.4
CCOc1ccc(CCN2C(=S)N([C@@H](CC(C)C)CN3CCC[C@@H]3CN3C(=S)NC[C@@H]3CC(C)C)C[C@@H]2Cc2ccc(O)cc2)cc1	-3.1	5.1
CC(C)(C)CNC(=O)C1(C)CCN1C(=O)Cc1ccc(-c2ccccc2)cc1 (stereo not drawn)	-2.0	-3.6
COC(=O)C[C@H]1CC[C@H](NC(=O)Nc2ccccc2OC)[C@@H](CO)O1	2.9	3.0
COC(=O)N1CCCCC1c1cc(C(=O)Nc2ccc(OC)cc2C)no1 (stereo not drawn)	-1.2	3.6
NC(c1ccccc1)c1csc(Nc2ccc(C(=O)NCCO)cc2)n1 (stereo not drawn)	1.8	-0.3
COc1ccc(Cn2cc(CN3CC(N4CCCCC4)CS3(=O)=O)nn2)cc1 (stereo not drawn)	1.8	-0.8
Cc1ccc(C(=O)NCCN2CCC(n3c(=O)[nH]c4ccccc43)CC2)cc1	-2.7	3.1
CCOC(=O)N(C)c1c(CC)nc2c(OCC(=O)C(C)(C)C)cccn12	-0.8	2.2
Cc1ccc(NC(=O)[C@@H]2O[C@H](CO)[C@@H](O)[C@H]2O)cc1C(F)(F)F	4.1	2.0

High-throughput results deposited in PubChem BioAssay by several laboratories.
